Source: PubChem BioAssay (National Center for Advancing Translational Sciences (NCATS))
HttQ103 aggreg: qHTS Multiplex Assay to Identify Dual Action Probes in a Cell Model of Huntington: Aggregate Formation (GFP). PC12 HttQ103-GFP aggregates, Acumen cytometry, 40 h. Potency, µM (titrated, usually from 46.1 µM), for inactives: top-dose activity change, negative = inhibition, usual class: inhibitors. 220,000 compounds, 1.1% hits; note: potency is the fitted concentration of half-maximal effect; % is set by controls: 0 for no effect and ±100 for the full control effect; nearly all actives have a fitted effect of over 60% in size
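Steps: seed 1500 PC12 HTTQ103-GFP cells/well; add tebufenozide, 100 nM final; add compound titration; add ATPLite reagent; quantify GFP aggregates by laser scanning cytometry.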
HTT cytoprotect: qHTS Multiplex Assay to Identify Dual Action Probes in a Cell Model of Huntington: Cytoprotection (ATP). Potency, µM (series often up to 56.4 µM), without a hit: cytoprotection (ATP increase), hits mostly activators. PC12 HTT-Q103 induced, cytoprotection, ATP luminescence, 40 h. 230,000 compounds, 0.14% hits;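 note: potency is the fitted concentration of half-maximal effect; % of control where 0% means no effect; nearly all actives have a fitted effect of over 45% in size; toxic huntingtin expression switched on by the ecdysone agonist tebufenozide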
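Cells were plated at 1500 per well in phenol red-free DMEM with 5% equine and 5% calf serum. Tebufenozide (100 nM final) and compounds were added, then ATPlite reagent, and luminescence was read.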
CBFb-RUNX1 inh: qHTS Assay for Compounds Blocking the Interaction Between CBF-beta and RUNX1 for the Treatment of Acute Myeloid Leukemia; Runt-related transcription factor 1 (Homo sapiens) + Core-binding factor subunit beta …; AlphaScreen CBFb-His/RUNX1-biotin binding, biochemical; Potency, µM (series often up to 59.8 µM), inactives show at the top dose activity, negative = inhibition, hits mostly inhibitors; 230,000 tested, under 10 active; note: % of control where 0% means no effect
Target sequence (Q01196 whole entry, looked up): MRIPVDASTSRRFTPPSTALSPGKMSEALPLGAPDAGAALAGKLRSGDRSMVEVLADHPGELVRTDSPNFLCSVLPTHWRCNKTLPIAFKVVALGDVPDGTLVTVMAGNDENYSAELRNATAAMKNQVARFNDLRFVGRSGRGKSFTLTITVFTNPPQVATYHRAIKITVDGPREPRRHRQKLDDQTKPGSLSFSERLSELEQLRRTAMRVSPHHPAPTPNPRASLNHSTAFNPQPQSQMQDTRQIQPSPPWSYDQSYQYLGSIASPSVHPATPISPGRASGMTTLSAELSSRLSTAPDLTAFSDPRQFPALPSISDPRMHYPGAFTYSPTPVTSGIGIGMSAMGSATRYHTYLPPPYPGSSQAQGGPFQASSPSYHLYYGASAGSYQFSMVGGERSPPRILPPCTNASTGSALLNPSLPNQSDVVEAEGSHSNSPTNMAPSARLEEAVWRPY
Target sequence (Q13951 whole entry, looked up): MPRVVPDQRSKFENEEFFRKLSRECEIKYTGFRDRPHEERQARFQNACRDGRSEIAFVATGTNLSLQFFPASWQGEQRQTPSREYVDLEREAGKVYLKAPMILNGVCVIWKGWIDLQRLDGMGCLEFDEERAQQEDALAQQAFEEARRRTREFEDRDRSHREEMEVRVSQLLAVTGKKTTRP
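Room-temperature protein-protein interaction test with 30 nM each of His-tagged CBF-beta and biotinylated RUNX1, 15 min with compound, then 90 min with nickel plus streptavidin beads. Signal read in AlphaScreen mode.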
IMPase Li cell: qHTS Assay for Identifying the Cell-Membrane Permeable IMPase Inhibitors: Potentiation with Lithium | AID 1457, 2008 | Potency, µM (highest dose often 59.4 µM), inactives show at the highest dose activity, negative = IMPase inhibition, usual class: inhibitors | 210,000 compounds, 0.35% hits | CHO-M1 cells, IP1 TR-FRET (IP-One), carbachol + lithium;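 note: IP1 builds up when IMPase is blocked and the TR-FRET signal falls; potency is the fitted concentration of half-maximal effect; plate controls were basal vehicle for no effect and high inhibitor control for full effect; nearly all actives have a fitted effect of over 50% in size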
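Concentration–response in CHO-M1 cells, lithium-potentiated; 30 min at 37C. IP1 detected by competitive TR-FRET after 10 min lysis at RT. Hill-fitted AC50.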
KinaseGlo FLuc: Counterscreen for Luciferase (Kinase-Glo TM) Inhibition; Luciferin 4-monooxygenase (Photuris pensylvanica), Q27757; Kinase-Glo luciferase, ATP luminescence, 8 min; Potency, µM (top dose mostly 38.3 µM), inactives show at the top dose activity change, negative = inhibition, actives largely listed as inhibitors; 200,000 compounds, 0.28% hits; AID 1379, 2008; note: potency is the fitted concentration of half-maximal effect; % is set by controls: 0 for no effect and ±100 for the full control effect; nearly all actives have a fitted effect of over 60% in size
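Recombinant Kinase-Glo luciferase, 10 uM ATP (linear range), luciferin; imidazole pH 7.2 / KCl / MgCl2 / Tween / BSA buffer; 8 min RT; luminescence.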
SMN2 splice up: qHTS Assay for Enhancers of SMN2 Splice Variant Expression. Potency, µM (doses to about 46.1 µM), inactives show at the top dose activity change, positive = activation, actives largely listed as activators. AID 1458, 2008. HEK293 SMN2-luciferase splicing reporter, luminescence, 30-36 h. 210,000 compounds, 2.8% hits; note: potency is the fitted concentration of half-maximal effect; % of control where 0% means no effect; nearly all actives have a fitted effect of over 55% in size
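HEK293 cells carry an SMN2 […]–luciferase reporter in which exon 7 inclusion puts luciferase in frame. Cells were plated 10-12 h before compound addition, then incubated 30-36 h at 37C. ONE-Glo luminescence was read; sodium butyrate at 4.5 mM final served as control.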
LMNA splice mod: qHTS Assay for Modulators of Lamin A Splicing. HeLa LMNA splicing GFP/RFP minigene ratio, 48 h. Potency, µM (series often up to 46.1 µM), for the others: at the highest dose ratio change, negative = inhibition, hits mostly inhibitors. 200,000 compounds, 0.01% hits. AID 1487, 2009; active = well fitted inhibition curve with a large enough effect in the signal ratio, with a control signal flat, not every such curve was filed as active; inconclusive = small, poorly fitted or top-dose-only effect, or effect the other way, or a change in a side signal; the % refers to the signal ratio; note: potency is the fitted concentration of half-maximal effect; % is set by controls: 0 for no effect and ±100 for the full control effect
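S3 HeLa stable clones carrying a lamin A-EGFP splicing minigene plus DsRed2 were seeded at 600 cells/well in Opti-MEM with 2% FBS, pin-dosed and incubated 48 h at 37°C. Acumen cytometry (488 nm) gave the GFP/RFP total-intensity ratio.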
* marks the source's active call; other numbers are inactive results; ? = inconclusive; / = not tested or not shown; & = joins results of further samples; [ ] = remark or other dose. Unless noted, calls come from the whole dose curve; as a rule, active = well fitted curve in the direction sought with a large enough effect; inconclusive = small, poorly fitted or top-dose-only effect, or another doubt; inactive = no such curve, though single readings can be large; an effect the other way counts as inactive or inconclusive. Hits appear at their usual frequency; any-hit rate near 4%.

canonical_smiles	SMN2 splice up	KinaseGlo FLuc	LMNA splice mod	HTT cytoprotect	CBFb-RUNX1 inh	IMPase Li cell	HttQ103 aggreg
CC1CCCCC1NC(=O)/C(C#N)=C/c1ccc2c(c1)OCCO2 (configuration not stated)	-7%	0%	3%	/	2%	6%	-11%
CC1=Nn2c(nc(-c3ccccc3)c2-c2ccccc2)NC(=O)C1Br (configuration not stated)	-20%	6%	6%	-2%	0%	-7%[38.3 µM]	11%[9.22 µM]
COc1ccccc1N(Cc1cc(=O)[nH]c2ccccc12)C(=O)c1ccccc1	/	/	/	17%[10 µM]	-3%	/	-15%[9.22 µM]
CCCCOc1ccccc1C1C(C(N)=O)=C(C)Nc2nnnn21 (configuration not stated)	17%	2%	-4%	10%	11%	18%[38.3 µM]	?
CCOC(=O)c1c(NC(=O)C2CC2)sc2c1CC(C)(C)OC2	/	/	/	-3%[10 µM]	11%	/	-2%[9.22 µM]
CC[C@@H](Nc1ncnc2c1oc1ccccc12)C(=O)O	/	/	/	14%[10 µM]	7%	/	-6%[9.22 µM]
COc1cccc(S(=O)(=O)N2CCN(C(=O)c3ccco3)CC2)c1	-15%	4%	/	-40%[inhibitor]	2%	3%	-11%[9.22 µM]
CCCCCCCC/C=C\CCCCCCCC(=O)NCCc1ccc(O)c(O)c1	-51%&2%[inhibitor]	-3%	?	-73%[inhibitor]	-22%&6%&9%	9%&12%&5%	/
Cc1cccc(CSc2nnc(Cn3c(=O)sc4ccccc43)n2C)c1	8%	1%	-8%	-15%[10 µM]	5%	14%	-12%
Cc1nc2ccccc2c2nc3ccccc3n12	4%	2%	?	-29%	3%	-2%[38.3 µM]	-15%[9.22 µM]
COC(=O)[C@H](CC(C)C)NC(=O)N1CCN(c2cccc(C(F)(F)F)c2)CC1	10%	-2%	-5%	15%	7%	21%[38.3 µM]	3%
COC1(OC)N=C(N)C2(C#N)C(c3ccccc3)NC(C)=CC12C#N (configuration not stated)	24%	3%	?	2%	6%	?	10%
CC(C)=CCN1CCN(Cc2c(C)nn(C)c2Cl)CC1CCO (configuration not stated)	-4%	0%	?	-3%[10 µM]	6%	10%	2%[9.22 µM]
O=[N+]([O-])c1ccc(S(=O)(=O)N2CCSC2c2ccco2)cc1 (configuration not stated)	/	/	?	12%[10 µM]	-24%	/	-4%[9.22 µM]
COCCNC(=O)c1cc2nc(-c3ccc(F)cc3)cc(C(F)(F)F)n2n1	-5%	0%	20%[46 µM]	23%[10 µM]	2%	7%	25%[9.22 µM]
COCCOC(=O)C1=C(C)N(Cc2ccccc2)C(=O)NC1c1cccc(OC)c1OC (configuration not stated)	23%	0%	0%	-2%[0.074 µM]	11%	27%[38.3 µM]	-20%
O=C(NC(=S)N1CCN(Cc2ccc3c(c2)OCO3)CC1)c1ccc(Cl)cc1	-21%	2%	?	-14%[10 µM]	-5%	19%	?
COCc1cc(C)[nH]c(=O)c1C(=O)NC12CC3CC(CC(C3)C1)C2	/	-4%	/	42%[10 µM]	1%	15%	10%[9.22 µM]
COc1ccc(NS(=O)(=O)c2cccc(N3CC(O)=C(c4ccccc4)C3=N)c2)cc1	/	/	-6%	0%[10 µM]	-3%	/	10%
O=[N+]([O-])C(=c1ccc2c(c1)N1C3=C(CCCC3)CC3CCCCC31N=2)[N+](=O)[O-] (configuration not stated)	/	/	/	0%[10 µM]	?	/	-2%[9.22 µM]
Nn1cc(-c2ccccc2)nc1SCC(=O)Nc1ccc2c(c1)OCO2	-6%	-5%	-5%	-5%[10 µM]	1%	2%	14%
COc1ccc2nc(NC(=O)CN(C)S(=O)(=O)c3cccs3)sc2c1	3%	5%	-13%	15%[10 µM]	10%	33%[activator][38.3 µM]	-11%
CCOc1ccccc1-n1c(SCC(=O)NC(C)(C)C)nnc1-c1ccoc1C	-8%	-2%	5%	-11%	2%	8%[38.3 µM]	3%
CC(=O)NCC(=O)NC(Cc1ccccc1)C(N)=O (configuration not stated)	-12%	2%	-10%	10%[10 µM]	-6%	5%	3%
CCOC(=O)C1(Cc2cccc(F)c2)CCN(CC2CC2)CC1	1%	1%	/	0%[10 µM]	-1%	19%	-5%[9.22 µM]

Whole records, looked up by structure. Order of screens: SMN2 splice up	KinaseGlo FLuc	LMNA splice mod	HTT cytoprotect	CBFb-RUNX1 inh	IMPase Li cell	HttQ103 aggreg
O=[N+]([O-])c1ccc(S(=O)(=O)N2CCSC2c2ccco2)cc1 (configuration not stated) in the list: /	/	?	12%[10 µM]	-24%	/	-4%[9.22 µM]
CCCCCCCC/C=C\CCCCCCCC(=O)NCCc1ccc(O)c(O)c1 in the list: -51%&2%[inhibitor]	-3%	?	-73%[inhibitor]	-22%&6%&9%	9%&12%&5%	/

Following part:
canonical_smiles	SMN2 splice up	KinaseGlo FLuc	LMNA splice mod	HTT cytoprotect	CBFb-RUNX1 inh	IMPase Li cell	HttQ103 aggreg
CCN(CC)c1ccc(/C=C2/SC(=O)N(C(C)C)C2=O)o1	21%	-1%	?	/	2%	11%	?
CCCCC/C=C\C/C=C\CCCCCCCCCC(=O)NCCCC(=O)O	1%	3%	/	?	11%	-2%	/
COc1ccc(S(=O)(=O)N2CCOC2CNC(=O)C(=O)NCCc2c[nH]c3ccccc23)cc1 (configuration not stated)	-57%[inhibitor]	-7%	?	/	6%[2.36 µM]	4%	-17%
COc1ccc(Cl)cc1NC(=S)NCCC(c1ccccc1)c1ccccc1	-8%	3%	?	-10%[10 µM]	-1%	15%	?
Cc1cc(=O)[nH]c2c1c(C)nn2-c1ccccc1	-13%	-8%	0%	-16%	2%	-10%[38.3 µM]	-6%
CCCCc1nnc(NC(=O)C(=O)OCC)s1	8%	3%	0%[46 µM]	-9%	1%	-5%	-8%[9.22 µM]
CC(=O)Nc1nc(C)c(Cc2ccccc2)c(=O)[nH]1	0%	14%	1%	-1%	3%	5%[38.3 µM]	-2%
CCOc1ccc(-n2c(-c3ccccc3)nnc2-c2ccccc2)cc1	-21%	4%	4%	/	-11%	-3%	6%
CCOC(=O)C1=C(NC(=S)NC(=O)c2ccccc2)c2ccccc2CC1C(C)C (configuration not stated)	-16%	3%	?	7%[10 µM]	0%	15%	-20%
CCCNC(=O)C12CCC(C)(C(=O)O1)C2(C)C (configuration not stated)	/	/	/	18%[10 µM]	5%	/	0%[9.22 µM]
CC(=O)c1cccc(NC(=O)C2C3C=CC(C3=C(c3ccccc3)c3ccccc3)C2C(=O)O)c1 (configuration not stated)	3%	-4%	-1%[46 µM]	/	3%	9%	1%
Cn1c(=O)cnc2cnc(Oc3ccccc3)nc21	-1%	-2%	/	-3%	/	-5%	/
c1ccc(C2CCC3(CC2)Oc2ccccc2C2CC(c4cccnc4)=NN23)cc1 (configuration not stated)	17%	0%	0%	26%[10 µM]	7%	3%	-11%
CN(C)CCCNc1c(C(=O)O)cnc2c1cnn2C	-20%	-5%	6%	0%	0%	-2%[38.3 µM]	3%
Cc1ccc(C(=O)Nc2ccccc2C(=O)O)cc1S(=O)(=O)NCc1ccccc1	-10%	-3%	/	4%[10 µM]	-2%	0%	25%[9.22 µM]
O=CN/C=C/c1cc(O)ccc1O	/	/	?	1%[10 µM]	/	/	20%[9.22 µM]
Cn1c(SCC(N)=O)nnc1-c1cnccn1	2%	-5%	/	/	1%	-6%	/
Cc1nnc(C)n1/N=C/c1cc(Br)ccc1O	/	-2%	4%	-3%	3%	/	-2%
C=CCN=C1CCCc2c1[nH]c1ccc(C)cc21	19%	0%	?	-28%	-6%	-4%	10%
COC(=O)C1=C(C)N(C)C(C)=C(C(=O)OC)C1c1cccc(Br)c1	-10%	12%	-2%	15%	11%	8%[38.3 µM]	11%
CC(C)OC(=O)C1C2C=CC3(CN(CC4CCCO4)C(=O)C13)O2 (configuration not stated)	10%	-1%	-5%	8%[10 µM]	5%&1%	25%[38.3 µM]	-16%
O=C(CCC(=O)NNc1nc2ccccc2c2nc(-c3ccccc3)nn12)NCCCN1CCOCC1	-31%[inhibitor]	-5%	/	-81%[inhibitor]	2%	21%	-17%
COc1ccc(/C(C)=N/NC(=O)c2nc(C)cc(C)n2)cc1	11µM*	-6%	0%	0%	1%	8%[38.3 µM]	0%
Cc1ccc2c(C(=O)CCl)c(C)[nH]c2c1	/	/	/	-19%[10 µM]	10%	/	-25%[9.22 µM]
CCc1ccc(NC2=NCC(=O)N2Cc2ccc3c(c2)OCO3)cc1	26%	2%	8%	-18%	-5%	35%[activator][38.3 µM]	-12%

Further structures follow:
canonical_smiles	SMN2 splice up	KinaseGlo FLuc	LMNA splice mod	HTT cytoprotect	CBFb-RUNX1 inh	IMPase Li cell	HttQ103 aggreg
CCCCCOC(=O)Cn1c(N2CCOCC2)nc2c1c(=O)[nH]c(=O)n2C	-8%	1%	2%	0%	2%	-11%[38.3 µM]	3%
COc1ccc(C(=O)Nc2ccc(Cl)cc2C(=O)NCc2ccco2)cc1	24%	-2%	-14%	-19%[10 µM]	9%	?	8%
O=C1c2ccccc2C(Nc2ccc(Cl)cn2)N1Cc1ccccc1 (configuration not stated)	2%	1%	6%	-65%[inhibitor]	1%	4%[38.3 µM]	?
Oc1ccc(/C=N/NC(=S)N/N=C/c2ccc(O)cc2)cc1	?	4.5µM*	/	-16%	-4%	-2%	-9%
CCOc1ccccc1N1CCN(C(=O)CCCN2C(=O)c3cccc4cccc(c34)C2=O)CC1	0%	3%	?	-16%[10 µM]	-11%	14%	20µM*
O=C(O)c1cc([N+](=O)[O-])ccc1NCCO	-7%[1.84 µM]	4%	-8%	17%[10 µM]	4%	-3%	-13%
Cc1cc(Cl)ccc1OCCCC(=O)NCC1CCCO1 (configuration not stated)	-2%	-3%	6%	12%	0%	1%[38.3 µM]	5%
O=C(CN1CCN(c2nc(-c3ccc(F)cc3)cs2)CC1)NCc1ccc2c(c1)OCO2	-37%[inhibitor]	0%	-17%	17%[10 µM]	-25%	44%[activator][38.3 µM]	?
